Screening results as filed in PubChem.
DT40 TDP1 no CPT: qHTS for Inhibitors of human tyrosyl-DNA phosphodiesterase 1 (TDP1): qHTS in cells in absence of CPT | AID 686978, 2013 | DT40 Tdp1-/- hTDP1 cells, no CPT, ATP luminescence, 48 h | Potency, µM (titrated, usually from 46.2 µM), without a hit: at the highest dose activity change, negative = growth inhibition, usual class: inhibitors | 15% of 420,000 active; active = well fitted inhibition curve with a large enough effect; inconclusive = small, poorly fitted or top-dose-only effect; also: nearly all actives have a fitted effect of over 55% in size
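Readout: luminescence from CellTiter-Glo after 30 min in the dark at RT. Cells: DT40 Tdp1-/- with stable hTDP1, 400/well. Exposure: compounds alone, ≥48 hr, 37 °C.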
Active calls of the source: *; ? = inconclusive. % is scaled to controls: 0 for no effect and ±100 for the full control effect; potency is read from the fitted curve at half-maximal effect.

SMILES,DT40 TDP1 no CPT
COC(=O)N1CCCCC1c1cc(C(=O)Nc2ccc(OC)cc2C)no1 (configuration not stated),-17.3%
CN(Cc1ccccc1)C(=O)c1csc([C@@H]2O[C@H](CO)[C@H](O)[C@H](O)[C@H]2O)n1,15.7%
O=C(COC(=O)c1nc(Cl)ccc1Cl)Nc1cccc(S(=O)(=O)N2CCOCC2)c1,0.3%
CC(C)(C)OC(=O)N(Cc1ccccc1)Cc1ccc(OCc2cccc(NC(=O)C3CC3)c2)cc1,?
Cn1c(-c2ccc(C#N)cc2)c(C#Cc2ccccc2)c2ccccc21,-27.7%
CCn1c(-c2ccccc2F)nc2cc(NC(C)=O)cc(C(=O)N(C)Cc3ccc4nccnc4c3)c21,-19.8%
CC(C)CCOc1ccc(C(=O)Nc2cc(S(=O)(=O)N3CCOCC3)ccc2N2CCOCC2)cc1,5.8µM*
Cc1cccc(C)c1-n1nnnc1C(c1ccnc2ccccc12)N1CCN(C(=O)OCc2ccccc2)CC1 (configuration not stated),16.4µM*
Cc1cc(C)c(S(=O)(=O)Nc2ccc3oc(C)c(C(=O)OC(C)C)c3c2)cc1C,13µM*
O=C(C1=NOC2(C1)C(=O)Nc1ccccc12)N1CCCCC1 (configuration not stated),-18.5%
CN(C)c1ccc(/C=C/c2c3c(nc4ccccc24)CCCC3)cc1,?
CNc1cncc(-c2cc(C)c(O)c(C)c2)n1,6.51µM*
CC(C)N1CC(C(=O)Nc2ccc(Cl)cc2Cl)CC1=O (configuration not stated),9.4%
COCCNC(=O)C1(C)CCCN(C(=O)c2ccc(C(=O)OC)cc2)C1 (configuration not stated),-1.7%
COc1ccc(OC)c(S(=O)(=O)N2CCN(C(=O)CCc3ccccc3)CC2)c1,-15.4%
c1ccc(COc2ccc(-c3cc4nc(NCc5ccc6c(c5)OCO6)ccn4n3)cc2)cc1,7.31µM*
COc1ccc(Nc2nc(-c3cccs3)nc3ccccc23)cc1S(=O)(=O)N1CCOCC1,3.26µM*
COC(=O)C[C@@H]1CC[C@@H](NS(=O)(=O)c2cccc(OC)c2)[C@@H](CO)O1,0.4%
Nc1ccc(Sc2ccccc2)nc1,-2.1%
C[C@@H]1CN([C@@H](C)CO)S(=O)(=O)c2ccc(C#Cc3cccc(F)c3)cc2O[C@H]1CN(C)S(=O)(=O)c1cn(C)cn1,23.1µM*
Cn1ccnc1CC(C)(O)c1ccccc1 (configuration not stated),-0.5%
CCc1ccc(C2C(=O)c3ccccc3C2=O)cc1,-4.6%
Cc1ccc(C2=NOC(=O)/C2=C\c2ccccc2)cc1,?
NC(=O)/C(=C\c1ccco1)NC(=O)c1ccco1,2.8%
CC(C)CN1C(=O)CN(S(C)(=O)=O)CC1(C)C(=O)NCc1ccccc1 (configuration not stated),8.5%
COc1ccc(C(CNC(=O)CCNS(=O)(=O)c2ccc(Br)cc2)N2CCOCC2)cc1 (configuration not stated),-1.5%
COc1ccc(Cl)cc1CN1C(=O)C(Cc2ccccc2)ON=C1C (configuration not stated),-19.6%
O=C(CSc1ccccc1)NC1CC1,0.5%
CCCCN1CC(=O)N2[C@@H]3c4cc(Br)ccc4OC[C@@H]3[C@H](C(=O)OCC)[C@]2(C)C1=O,-23.1%
CCc1ccc(CN(C)Cc2c(C(=O)N3CCOCC3)nc3c(C)cccn23)nc1,?

The final 6 records of the section above open the next one:
SMILES,DT40 TDP1 no CPT
CC(C)CN1C(=O)CN(S(C)(=O)=O)CC1(C)C(=O)NCc1ccccc1 (configuration not stated),8.5%
COc1ccc(C(CNC(=O)CCNS(=O)(=O)c2ccc(Br)cc2)N2CCOCC2)cc1 (configuration not stated),-1.5%
COc1ccc(Cl)cc1CN1C(=O)C(Cc2ccccc2)ON=C1C (configuration not stated),-19.6%
O=C(CSc1ccccc1)NC1CC1,0.5%
CCCCN1CC(=O)N2[C@@H]3c4cc(Br)ccc4OC[C@@H]3[C@H](C(=O)OCC)[C@]2(C)C1=O,-23.1%
CCc1ccc(CN(C)Cc2c(C(=O)N3CCOCC3)nc3c(C)cccn23)nc1,?
Clc1ccc(-c2cn(-c3nc4ccccc4s3)nn2)cc1,6.2%
Cc1[nH]oc(=O)c1N=Nc1ccc2[nH]c(=O)[nH]c2c1,-17.3%
CN(C)c1ccc(N2[C@@H](CC(=O)O)c3cc(C(F)(F)F)ccc3S2(=O)=O)cc1,?
COc1ccc(CNC(=O)C2Cc3c(-c4ccc5c(c4)OCO5)ccnc3O2)cc1OC (configuration not stated),11.6µM*
O=C(CSCc1ccc(Br)cc1)Nc1ccccc1C(=O)N1CCOCC1,16.4µM*
C[C@H](CO)N1C[C@H](C)[C@@H](CN(C)Cc2ccc(F)cc2)Oc2ncc(Br)cc2C1=O,?
Cc1cc(C)nc(NC2=N[C@@H]3CCCC[C@H]3N2C(=O)Nc2cc(Cl)cc(Cl)c2)n1,26.2%
Cc1nc2c(OCc3ccc(F)cc3)cccn2c1N(C)C(=O)CCC1CCCC1,23.1µM*
Cc1ccc(NC(=O)Nc2nnc([C@H]3C[C@H](O)[C@@H](CO)O3)s2)cc1,-8.9%
Cc1ccc(CNC(=O)CN(c2cccc(C)c2C)S(=O)(=O)c2ccccc2)cc1,16.4µM*
COc1ccc(C(C)=O)cc1Cn1c(C)c(C(=O)NCC(C)C)sc1=O,?
COc1ccc([C@H]2C[C@H](n3cc(COC(=O)c4ccccc4)nn3)[C@@H](O)CN2C(=O)C2CCCCC2)cc1,-0.4%
CCON1C(=O)C2(CCCCC2)C(=O)C12C=CCCC2 (configuration not stated),-5.0%
CC(C)(C)NC(=O)C(c1ccccc1)n1c(-c2ccc(-c3ccccc3)cc2)nc2ccccc21 (configuration not stated),?
CC(C)CN1C(=O)CN(S(C)(=O)=O)CC1(C)C(=O)Nc1ccc2c(c1)OCCO2 (configuration not stated),-1.1%
CC(=O)Nc1ccc(NC(=O)c2cc(S(=O)(=O)N3CCCCC3)ccc2N2CCOCC2)cc1,1.4%
CC(C)(C)S(=O)N1Cc2cc(C(=O)NCc3ccc(Oc4ccccc4)cc3)nc(-c3cccc(-c4cc5ccccc5o4)c3)c2[C@H]1CCO (some centres not stated),23.1µM*
Cc1ccc(CNc2nc(NCC3CC3)nc3ccsc23)c(C)c1,10.3µM*
CCOc1nc(-c2ccccc2)ccc1-c1noc(-c2ccc(OC)c(OC)c2)n1,-8.3%
COc1ccc(NC(=O)CSc2nc(O)c(C/C=C/c3ccccc3)c(=O)[nH]2)cc1,-28.0%

Copied from the list.
Entry of CC(C)CN1C(=O)CN(S(C)(=O)=O)CC1(C)C(=O)Nc1ccc2c(c1)OCCO2 (configuration not stated) in DT40 TDP1 no CPT: -1.1%
Entry of CC(=O)Nc1ccc(NC(=O)c2cc(S(=O)(=O)N3CCCCC3)ccc2N2CCOCC2)cc1 in DT40 TDP1 no CPT: 1.4%

Other entries follow:
SMILES,DT40 TDP1 no CPT
Cc1ccc(C)c(C(=O)N2CCC(C3(c4ccccn4)NC(=O)N(CC4CCCO4)C3=O)CC2)c1 (configuration not stated),-8.1%
Cn1c(=O)c2c(-c3ccccc3)n(-c3cccc(Br)c3)cc2n(C)c1=O,8.2µM*
COC(=O)[C@@H]1CCCN1C(=O)c1cc(NC(=O)c2ccccc2)cc2ncn(C3CCCC3)c12,-23.5%
CCN1CCN(S(=O)(=O)c2ccc(Cl)c(C(=O)N(CC(C)C)C3CCS(=O)(=O)C3)c2)CC1 (configuration not stated),-11.2%
COc1c(C)cc(C(O)c2ncc(-c3cccc(F)c3)[nH]2)cc1C (configuration not stated),?
CCCS(=O)(=O)NC(=O)C1(C)CCCN(C(=O)C(C)(C)Oc2ccc(Cl)cc2)C1 (configuration not stated),-13.2%
CCCCOCCCNC(=O)C[C@@H]1C[C@@]2(C(=O)OC)CCCCC=C2N(Cc2ccccc2)C1=O,13µM*
COc1ccc(-n2nnnc2C(C2CC2)N2CCN(C/C=C/c3ccccc3)CC2)cc1 (configuration not stated),?
CC(=O)Nc1cccc(-c2ccnc3c2CC(C)(C(=O)NCc2ccncc2)O3)c1 (configuration not stated),18.4µM*
O=C(Nc1cccc2[nH]c([C@H]3C[C@H](O)[C@@H](CO)O3)nc12)NC(c1ccccc1)c1ccccc1,-9.6%
CCCCn1c(OC(=S)N(CC)CC)cc(C)nc1=S,?
O=C(NC(=S)N1CC=CCC1)c1ccccc1,?
CC(C)=C1CCC(C)CC1=NNC(N)=S (configuration not stated),20.6µM*
CCCOc1ccc(F)cc1-c1cc(C(=O)NCc2cc(C(F)(F)F)cc(C(F)(F)F)c2)[nH]n1,?
O=C(NNc1ccc([N+](=O)[O-])cn1)Nc1ccc(N=Nc2ccccc2)cc1,?
COc1ccc(NC(=O)c2cccc(S(=O)(=O)N3CCc4ccccc43)c2)c(OC)c1,-5.3%
O=C(NCC1CCCO1)c1ccc(NC(=O)c2ccc(Br)cc2)cc1 (configuration not stated),?
COc1ccc(CN2C(=O)C(CC(=O)NCCN3CCOCC3)CC(C(=O)N3CCOCC3)=C2C)cc1 (configuration not stated),1.9%
CCOC(=O)CSCc1csc(CC(=O)Nc2ccccc2C)n1,13.1%
COc1cc(-c2cc(NC(C)=O)c3ncc(-c4ccc(F)cc4)n3c2)cc(OC)c1OC,14.6µM*
COc1ccccc1CNc1nc(NCc2cnc(C)cn2)c2sccc2n1,?
O=C(Nc1ccc(F)cc1)c1cnccn1,5.0%
CCOC(=O)C(C(=O)OCC)C(c1ccccc1)N1CCN(c2ccccc2)CC1 (configuration not stated),20.6µM*
Cc1cc(C)c(C(=O)c2cccs2)c(C)c1,-5.3%
CN(Cc1ccccc1)S(=O)(=O)c1ccc(Cl)c(C(=O)NCCCN2CCCC2=O)c1,16.4µM*
COc1ccc(/C=C/C(=O)OCC(=O)N2c3ccccc3CC2C)cc1 (configuration not stated),-24.0%
COc1cccc(-c2cnc3c(NC=O)cc(-c4cc(C)c(O)c(C)c4)cn23)c1,4.61µM*
CCOC(=O)C1CCN(Cc2ccc(F)cc2F)CC1,-6.9%
COc1ccc(CN2C(=O)C(CC(=O)NCc3ccco3)CC(C(=O)N3CCOCC3)=C2C)cc1 (configuration not stated),?
COc1ccc([C@H]2N[C@]3(CCCN(Cc4cccn4C)C3=O)[C@H]3C(=O)N(C)C(=O)[C@@H]23)cc1,-8.0%
Cc1ccc(S(=O)(=O)NN=Cc2ccco2)cc1,-4.1%
Cc1ccc(Cn2c(C3CCCN3c3nc(-c4ccc(F)cc4)cs3)nc3cc(Cl)c(Cl)cc32)cc1 (configuration not stated),-25.4%
O=C(O[C@H]1[C@H](Cc2ccccc2)NS(=O)(=O)[C@H]2C[C@@H]3C=C[C@]12O3)c1ccccc1Br,?
O=C(CCNC(=O)N1CC(=O)Nc2ccccc21)NCc1ccc(Cl)cc1,-14.4%
O=C(NCC1CC1)c1cc2c(c(-c3cccc(-c4ccccc4F)c3)n1)[C@H](CCO)N(C(=O)CC1CC1)C2,18.4µM*
Cc1ccc(/C(N)=N/OC(=O)COc2cccc3ccccc23)cc1,?
NC(=O)C(NN=C(c1ccccc1)c1ccccc1)c1ccccc1 (configuration not stated),?
COc1ccc(CN(C)C[C@@H]2OCCCC[C@H](C)Oc3ccc(NC(=O)Cc4ccccc4)cc3C(=O)N([C@@H](C)CO)C[C@@H]2C)cc1,23.1µM*
Cc1c(C(=O)NCc2ccccc2C(F)(F)F)sc(=O)n1Cc1ccc(F)cc1,?
CC(=O)Nc1ccc(CC(=O)Nc2ccc3c(c2)OC2(CCCC2)O3)cc1,-24.3%
COc1ccc(NC(=O)CCN2CCN(CCO)CC2)c(OC)c1,-11.1%
Cn1c(OCc2ccc3c(c2)OCO3)nc2c1c(=O)n(Cc1cccc(Cl)c1)c(=O)n2C,10.3µM*
Cn1cc(C(=O)C(=O)N2CCCCC2)c2ccccc21,2.0%
OC(c1ccc2ccccc2c1)c1ncc(-c2ccc(C(F)(F)F)cc2)[nH]1 (configuration not stated),?
CC1(C)Oc2cc3oc(-c4cc(O)cc(O)c4)cc3cc2CC1O (configuration not stated),?
CSc1nnc(CNS(=O)(=O)c2ccc(F)cc2F)n1-c1ccccc1C,-12.8%
COc1ccc(Cc2c(C3CCCCC3)nc3ccc(Br)cn23)c(C)c1,23.1µM*
COc1ccc(-c2csc(NC(=O)CS(=O)(=O)c3ccccc3)n2)c(OC)c1,?
O=C(Nc1ccc(NC(=S)NC(=O)c2ccccc2Cl)cc1)c1cccc(Cl)c1,16.4µM*
CC(C)C[C@H]1CN([C@@H](Cc2ccc(O)cc2)CN2CCCC2CN2C(=S)NC[C@@H]2Cc2ccccc2)C(=S)N1CC1CCCCC1 (some centres not stated),14.6µM*

The results go on.
SMILES,DT40 TDP1 no CPT
CCOc1ccc(C2=CC(c3ccccc3)n3ncnc3N2)cc1 (configuration not stated),-26.4%
COc1ccccc1CNCCS(=O)(=O)NCc1ccccc1,?
CC1Cc2ccccc2N1C(=O)COC(=O)c1ccc(Cl)c(S(=O)(=O)N2CCOCC2)c1 (configuration not stated),-11.8%
CCOC(=O)[C@]12CCCC=C1N(Cc1ccccc1)C(=O)[C@H](CC(=O)NCc1ccc(C)o1)C2,?
C=C1[C@@H]2CC[C@@H](C2)C1(C)C,-8.5%
Cc1ccc(S(=O)(=O)NC(=O)N[C@@H](C)Cc2ccccc2)cc1,8.1%
Cc1c(NS(=O)(=O)c2cccc(C(=O)Nc3ccc(SC(F)F)cc3)c2)c(=O)n(-c2ccccc2)n1C,?

The list is partial; count on the stated rates, not on these rows.
